OXTR potentiate: potentiators of human oxytocin receptor; activation, % at 3 µM; hit rate 0.061% among 320,000; P30559; CHO-OTR cells, Fluo-8 calcium fluorescence, potentiator mode; 0% = oxytocin EC15, 100% = EC100;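 active means activation above that plate's cutoff, the mean activation of tested compounds plus 3 SD, cut at about 6.6% in these data, passing the limit was not always enough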;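 further: 100% uses oxytocin at 75 nM as the full agonist control; some results filed as inactive read as strong as hits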
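Measured by – Fluo-8 calcium dye fluorescence · Test system – human OTR in CHO cells · Dosing – one concentration, 3.0 µM compound · Controls – EC15 oxytocin alone as 0%, 75 nM oxytocin as 100% · Evaluation – normalized max/min fluorescence ratio, % activation · Timing – 6 min pre-incubation, 100 s read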
CHO parental Ca: signal in parental CHO cells, OX1R antagonist counter-screen | parental CHO-K1, ATP-induced calcium, Fluo-8 fluorescence | hit rate 0.63% among 330,000 | inhibition, % at 5.6 µM;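 active means inhibition above that plate's mean sample inhibition plus 3 SD, cut at about 26% in these data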;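 further: 0% = ATP-challenged DMSO wells and 100% = DMSO wells without ATP; some compounds past the cut are filed as inactive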
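Assay system – parental CHO cells · Reagent – ATP stimulus · Detection – intracellular calcium via Fluo-8 no-wash fluorescent dye · Evaluation – percent inhibition of ATP-evoked calcium rise, normalized to controls · Controls – ATP wells versus no-ATP DMSO wells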
CHRM1 PAM: potentiates human M1 receptor response to acetylcholine. P11229. CHO-K1 hM1, Fluo-8 calcium fluorescence, ACh EC20; 0% = ACh EC20, 100% = maximal ACh. activation, % at 3 µM. hit rate 0.088% among 360,000. AID 588819; in the data active means activation above about 19%, passing the limit was not always enough
CHRM1 antagonist: blocks human M1 muscarinic receptor. P11229. CHO-K1 hM1, Fluo-8 calcium fluorescence, ACh EC80 antagonist. inhibition, % at 3 µM. hit rate 1.3% among 360,000. AID 588852;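 active means percent inhibition above its own plate's cutoff, namely the mean of that plate's compound wells plus 3 SD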;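 further: peak over basal fluorescence ratio during 140 s after agonist addition; 0% = ACh EC80 plus DMSO and 100% = DMSO alone without agonist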
TAAR1 antagonist: antagonists of human TAAR1; Q96RJ0; CHO RD-HGA16 TAAR1, Fluo-8 calcium fluorescence, antagonist; inhibition, % at 3 µM; hit rate 1.5% among 360,000; AID 624466;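 active means inhibition above a per-plate cutoff, the mean inhibition of test compounds on that plate plus 3 SD, cut at about 49% in these data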;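 further: 0% = DMSO plus EC80 beta-PEA response and 100% = DMSO alone without agonist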
Target sequence (Q96RJ0 whole entry, looked up): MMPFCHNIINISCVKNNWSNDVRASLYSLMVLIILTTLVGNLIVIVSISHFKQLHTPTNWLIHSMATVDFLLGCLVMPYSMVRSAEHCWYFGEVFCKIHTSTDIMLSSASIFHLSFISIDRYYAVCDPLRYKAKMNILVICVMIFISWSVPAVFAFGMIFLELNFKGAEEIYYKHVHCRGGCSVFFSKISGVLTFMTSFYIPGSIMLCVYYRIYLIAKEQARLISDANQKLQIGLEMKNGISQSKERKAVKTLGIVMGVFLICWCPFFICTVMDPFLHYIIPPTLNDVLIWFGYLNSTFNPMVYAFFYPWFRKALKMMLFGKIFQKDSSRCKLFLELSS
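Material: CHO RD-HGA16 cells bearing hTAAR1; compound dosing: one-point dosing, 3 µM nominal final; schedule: dye loading 75 min at 37 °C, then 30 min room temperature; measured by: calcium fluorescence with Fluo-8; control set: vehicle and agonist controls; replication: n of 1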
V1aR counter: activates human V1a receptor in oxytocin agonist counter-screen; CHO-V1R cells, Fluo-8 calcium fluorescence, agonist mode; 0% DMSO, 100% 3 nM vasopressin; P37288; hit rate 0.25% among 320,000; activation, % at 3 µM;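 active means activation above the mean activation of all tested compounds plus 3 SD, per screening run, cut at about 20% in these data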;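 further: signal is peak over basal fluorescence ratio across a 100 second FLIPR read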
Target sequence (P37288 whole entry, looked up): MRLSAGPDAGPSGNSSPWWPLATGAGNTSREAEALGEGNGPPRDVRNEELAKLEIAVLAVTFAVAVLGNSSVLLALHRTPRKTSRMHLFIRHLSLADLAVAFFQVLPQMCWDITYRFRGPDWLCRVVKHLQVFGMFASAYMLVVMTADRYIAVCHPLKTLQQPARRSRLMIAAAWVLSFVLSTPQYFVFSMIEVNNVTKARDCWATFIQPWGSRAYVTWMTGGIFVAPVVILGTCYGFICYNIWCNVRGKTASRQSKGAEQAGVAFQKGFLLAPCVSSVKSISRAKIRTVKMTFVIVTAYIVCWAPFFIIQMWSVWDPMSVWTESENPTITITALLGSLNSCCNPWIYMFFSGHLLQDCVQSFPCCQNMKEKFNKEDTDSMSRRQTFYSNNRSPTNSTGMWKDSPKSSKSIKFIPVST
OXTR agonist: human OXTR agonism; hit rate 0.32% among 320,000; activation, % at 3 µM; CHO-OTR cells, Fluo-8 calcium fluorescence; normalized: DMSO 0%, oxytocin 100%;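 active means activation above the mean of all tested compounds plus 3 SD, cutoff set per screening run, cut at about 20% in these data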;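 further: peak over basal fluorescence ratio from a 100 s FLIPR kinetic read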
TAAR1 ag: human TAAR1 agonism; Q96RJ0; CHO RD-HGA16 TAAR1, Fluo-8 calcium fluorescence; vehicle wells 0%, saturating PEA agonist 100%; activation, % at 3 µM; hit rate 0.99% among 360,000; AID 624467;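 active means activation above the mean activation of all test compounds in the run plus 3 SD, cut at about 38% in these data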
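Test system: RD-HGA16 (CHO) cells co-expressing Gα16 and hTAAR1; dosing: one-point dosing at 3 µM (nominal); timing: 17-24 h seeding, 75 min 37 °C dye, 30 min RT; signal: kinetic Fluo-8 calcium fluorescence; read-out basis: % activation relative to PEA EC100 response; controls: DMSO and PEA EC100; replicates: n 1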
CHRM1 agonist: activates human CHRM1 receptor | hit rate 0.33% among 360,000 | activation, % at 3 µM | AID 588814 | CHO-K1 hM1, Fluo-8 calcium fluorescence, agonist mode; 0% DMSO, 100% acetylcholine EC100 | P11229;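 active means activation above the run's mean compound activation plus 3 SD, cut at about 16% in these data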;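 further: peak over basal fluorescence ratio within a 140 s kinetic read after compound addition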
* = called active by the depositor; · = no result given. An unsorted share of the library; 3.7% or so of the library scored in one or more.

SMILES	OXTR potentiate	CHO parental Ca	CHRM1 PAM	CHRM1 antagonist	TAAR1 antagonist	V1aR counter	OXTR agonist	TAAR1 ag	CHRM1 agonist
C/C(Cc1ccccc1)=N\NC(=O)CNC(=O)/C=C\c1ccccc1	0	-17	12	-19	3	0.3	-1.4	0	-2
O=C(NNC(=S)NC(=O)c1ccccc1)c1ccc([N+](=O)[O-])cc1	-22	-3	3	-11	27	33*	34*	64*	10
C=CCNc1nc(C(=O)OCC)nc2ccccc12	-3	-6	-10	13	-18	1.2	-1.0	2	-1
N=c1c(C(=O)NCc2ccco2)cc2c(=O)n3ccccc3nc2n1Cc1ccccc1	-11	-18	-3	-23	-10	-0.8	-1.4	13	-6
O=c1cc(-c2cccc(Br)c2)oc2cccc(O)c12	-4	-5	11	-23	-7	0.3	-0.4	9	-2
O=[N+]([O-])c1ccccc1/C=C/C=N/Nc1nc(N2CCCCC2)nc(N2CCCCC2)n1	-10	-15	-1	1	4	-0.8	-2.1	1	-9
CC1(C(=O)NC2CCc3ccccc32)CCN1CCc1ccccc1 (configuration not stated)	·	·	2	-5	-22	·	·	10	-7
COCCNC(=O)c1ccc(CS(=O)(=O)c2ccc(C)cc2)o1	-5	0	4	-5	-4	0.0	-0.4	9	-3
N#C/C(=C/c1ccc(F)cc1)c1nnc(NC(=O)c2ccccc2)s1	4	-14	-1	1	-3	0.6	2.5	3	-3
COc1ccc(C(C#N)N2CCOCC2)cc1 (configuration not stated)	-17	12	5	-8	-9	0.1	0.4	-1	-3
C/C(=N\NC(=O)Cc1ccc(Cl)cc1)c1ccc(F)cc1	2	-14	-4	-2	-1	0.2	2.3	5	-4
Cc1cccc(S(=O)(=O)Nc2ccc(-n3c(C)nc4ccccc4c3=O)cc2)c1	-13	-17	5	-5	46	0.0	-0.2	11	1
O=C(Nc1cc([N+](=O)[O-])ccc1N1CCCC1)c1ccco1	-6	-7	6	2	-6	-1.2	-2.1	-1	-1
CC1=C(C(=O)N(C)C)CC(CC(=O)NC2CC2)C(=O)N1Cc1ccc(C(C)(C)C)cc1 (configuration not stated)	·	·	7	-6	9	·	·	5	-1
COc1cccc(/C=N/NC(=S)Nc2cccc(C(=O)O)c2)c1O	-8	-4	3	-11	11	0.3	1.3	3	0
CNc1nc(C)c(C(=O)c2ccc(Cl)cc2)s1	-5	-17	12	-17	-21	-0.6	-2.3	2	-4
CC(=O)c1ccc(C#CC(C)(C)O)s1	-13	-3	3	-3	-5	0.4	0.1	8	-4
Cc1ccc(S(=O)(=O)Oc2ccccc2/C=C2/SC(=O)NC2=O)cc1	-14	2	4	-4	14	6.9	4.0	6	1
COC(=O)CSC1=C(C#N)C(c2cccc(F)c2)CC(=O)N1 (configuration not stated)	-8	5	5	-24	-2	1.4	1.6	2	-2
O=C(OC(C(=O)NCc1cccs1)c1ccc(F)cc1)c1ccco1 (configuration not stated)	-10	-11	5	-4	-2	-0.4	-1.6	6	-4
C[C@H]1NC(=O)[C@]2(C)[C@@H](c3ccccc3)[C@H]3COc4ccccc4[C@@H]3N2C1=O	·	·	7	-16	-9	·	·	0	-3
O=C(C[n+]1cccc(CO)c1)Nc1nc2ccccc2s1	-3	-11	6	-3	-5	-0.5	0.3	4	-8
O=C(COC(=O)c1ccc(Cl)nc1)NCc1ccc2c(c1)OCO2	8	3	-3	5	-19	0.1	0.7	-2	-4
C=CCN(c1ccccc1)S(=O)(=O)c1cccc(C(=O)Nc2nc3ccccc3[nH]2)c1	-6	-7	-2	6	33	0.8	-1.6	0	0
Oc1ccc(C[C@H]2CNC(=S)N2C[C@H]2CCCN2C[C@H](Cc2ccccc2)N2C[C@H](Cc3ccc(O)cc3)N(CCc3ccccc3)C2=S)cc1	·	·	11	-16	-6	·	·	0	-6
CCOC(=O)C1C(=O)C=C(c2ccccc2)CC1c1ccccc1 (configuration not stated)	·	·	-11	5	59*	·	·	4	-4
CCCCC(CC)C(=O)Nc1ccc(C)c(O)c1 (configuration not stated)	-5	-5	4	-6	1	-0.6	-1.9	-1	-11
Cn1nc(C(C)(C)C)c([N+](=O)[O-])c1C(=O)Nc1cccc2ccccc12	-14	-22	-2	5	56*	-1.0	-2.8	5	-5
NN=C1C(=O)c2cccc3cccc1c23	·	·	5	-12	-16	·	·	2	-3
CCOC(=O)c1c(NC(=O)CSc2ncn[nH]2)sc(C(=O)NC)c1C	-4	3	9	-5	-14	-0.1	0.3	0	-2
Cc1ccc2nc(N3CCN(C(=O)c4cccs4)CC3)c(C#N)cc2c1	-12	-12	1	-1	-20	0.5	-2.3	4	-1
NC(=O)CC(NC(=O)c1ccccc1)c1ccc(NCC2CC2)c([N+](=O)[O-])c1 (configuration not stated)	-6	-12	-9	19	13	0.3	-0.4	1	-9
COc1cccc(NC(=O)Cn2nnc(C(=O)NCCc3ccccc3)c2N)c1	2	-11	18	-13	-26	1.0	0.6	9	6
Cc1ccc(CNC(=O)CCSCc2ccc(C)cc2)cc1	-6	-25	5	-6	-34	0.1	-1.5	9	4
COc1cc2[nH]c(=S)nc(NCc3ccc(C)cc3)c2cc1OC	-11	-16	11	-23	-10	5.8	1.5	4	-6
CCCCn1c(=O)c(CCC(=O)OCC(=O)NC(=O)NCCC(C)C)nc2ccccc21	-7	-30	3	-2	-5	0.1	0.1	6	-2
Cn1c(N)c(C(=O)COC(=O)c2ccccc2C(=O)c2ccc(Cl)c([N+](=O)[O-])c2)c(=O)n(C)c1=O	-7	-2	15	-14	·	0.8	0.3	·	-2
CS(=O)(=O)c1ccc(Nc2nc(C(N)c3ccccc3)cs2)cc1 (configuration not stated)	·	·	6	-9	-9	·	·	3	-3
CC1CCCCC1NC(=O)C1CCC(CNS(=O)(=O)c2ccccc2)CC1 (configuration not stated)	-5	-5	-4	3	1	3.1	0.5	8	-4
Cc1csc(=O)n1CCC(=O)OCC(=O)NCc1ccccc1	·	·	13	-20	-10	·	·	2	-1
Cc1nnc(NC(=O)c2ccc3c(c2)NC(=O)CS3)s1	-10	-12	9	-11	5	0.9	1.6	9	2
COc1ccc(-c2cc(C(=O)N3CCN(Cc4ccc5c(c4)OCO5)CC3)on2)cc1OC	-2	-16	0	-4	4	3.0	1.2	1	-4
Cc1nc2c(s1)sc1ccccc12	-8	-3	1	-4	-5	-1.4	-0.7	1	-5
O=[N+]([O-])c1sccc1CS(=O)(=O)c1ccccc1	-3	-22	6	-9	8	0.2	0.1	0	-3
CCCCOc1ccc(C2CCC(C(C)=O)C(C)C2)cc1 (configuration not stated)	-1	-6	-4	7	-12	-0.4	-0.3	5	-2
CC(C)c1c(C(=O)N/N=C/c2ccc(Cl)cc2Cl)nnn1-c1nonc1N	-7	-19	1	3	-8	-0.5	-1.5	-4	-3
CCC(NC(=O)C1CCCC1)c1ccccc1 (configuration not stated)	-1	-7	3	-5	3	-0.5	-0.3	0	-5
Cc1cc(C)nc(S/C=C/C(=O)c2ccccc2F)n1	7	-17	10	-9	-48	0.6	-1.9	9	2
O=C(COc1coc(CN2CCc3ccccc32)cc1=O)NCCc1ccccc1	-5	-17	8	-13	-2	1.1	0.0	3	-2
CC(C)(C)C1CCC2(CC1)NC(CO)(CO)CO2 (configuration not stated)	-2	10	2	-1	9	0.2	0.8	11	-3
CC(C)[C@H](NC(=O)c1ccccc1)C(=O)OCC(=O)Nc1sccc1C(N)=O	-5	-20	-2	-4	-17	4.5	3.7	6	5
NS(=O)(=O)c1cnccc1Nc1cccc(F)c1	-1	-15	3	1	1	0.1	1.4	7	-2
CC1=C(C(=O)Nc2ccc(CC(=O)NCc3ccccc3C)cc2)SCCO1	-11	-21	2	-6	-11	2.7	1.2	2	-1
CN(C)c1nc(Oc2ccc(/C=N/O)cc2)nc(N(C)C)n1	-5	-14	8	-9	-9	2.1	0.4	5	-3
CCOC(=O)C1=C(COC(=O)CCNS(=O)(=O)c2ccc(NC(C)=O)cc2)NC(=O)NC1C (configuration not stated)	0	-5	4	-4	-40	-1.3	-0.1	9	-1
CC(=O)c1ccc(NC(=O)CCCC(=O)c2ccccc2)cc1	-3	16	4	-1	2	0.7	0.6	2	-4
CCOC(=O)c1ccc(NC(=S)N2CCC(C(N)=O)CC2)cc1	-4	-13	-10	8	8	1.9	0.1	0	-10
COC(=O)[C@H](C)NC(=O)/C=C/c1ccc(OC)cc1	-7	1	12	-7	-18	1.1	-0.2	4	-4
CNc1ccccc1C(=O)OCC(C)=O	-10	-4	8	6	·	-0.9	-0.7	·	-5
Cc1ccccc1C(=O)N1CCN(c2ccc(NC(=S)NC(=O)c3cccs3)cc2)CC1	-12	16	4	-7	-2	4.2	3.0	4	4

Given with values under each structure: part of the list above
Every second line gives: OXTR potentiate	CHO parental Ca	CHRM1 PAM	CHRM1 antagonist	TAAR1 antagonist	V1aR counter	OXTR agonist	TAAR1 ag	CHRM1 agonist
CCOC(=O)C1=C(COC(=O)CCNS(=O)(=O)c2ccc(NC(C)=O)cc2)NC(=O)NC1C (configuration not stated)
    0	-5	4	-4	-40	-1.3	-0.1	9	-1
Cc1ccccc1C(=O)N1CCN(c2ccc(NC(=S)NC(=O)c3cccs3)cc2)CC1
    -12	16	4	-7	-2	4.2	3.0	4	4
CNc1ccccc1C(=O)OCC(C)=O
    -10	-4	8	6	·	-0.9	-0.7	·	-5
CC(C)[C@H](NC(=O)c1ccccc1)C(=O)OCC(=O)Nc1sccc1C(N)=O
    -5	-20	-2	-4	-17	4.5	3.7	6	5

(next part)
SMILES	OXTR potentiate	CHO parental Ca	CHRM1 PAM	CHRM1 antagonist	TAAR1 antagonist	V1aR counter	OXTR agonist	TAAR1 ag	CHRM1 agonist
O=C(NCCCN1CCCC1=O)c1cccc(S(=O)(=O)Nc2ccc(F)cc2)c1	-3	-13	7	0	9	-0.2	-0.6	2	-2
CN(C)CCNC(=O)CNC(=S)N(Cc1ccccc1)Cc1ccccc1F	-3	1	10	-7	-2	0.8	1.1	0	-4
C=CCNC(=S)NNc1nc2c(c(=O)[nH]1)C1(CCCC1)Cc1ccccc1-2	-7	-22	9	-8	-12	-0.5	-0.8	17	-6
CCC(=O)NCCNC(=O)c1c(SC)nsc1SC	-3	-10	5	-4	3	-0.7	0.6	1	-3
CCOC(=O)C1(Cc2ccc(OC)cc2)CCN(C(=O)Cc2cccnc2)CC1	0	-4	-3	10	-25	1.3	0.5	7	-4
CC1=CC2=NC(=O)CC(C)(C(=O)N(CC(=O)NC3CCCC3)c3ccccc3C)N2C=C1 (configuration not stated)	-14	-6	4	-9	-8	0.4	0.1	1	-3
Cc1ccccc1-c1csc(C(O)c2cccc(Cl)c2)n1 (configuration not stated)	·	·	-2	-10	-7	·	·	0	-9

Compound activity: PubChem BioAssay, The Scripps Research Institute Molecular Screening Center
